CaV13 FRET inh: Primary screen for inhibitors of IQ motif and Ca2+-dependent inactivation inhibitor domain binding in CACNA1D, Förster resonance energy transfer in living cells, … | HEK cells, CFP/YFP FRET ICDI-IQ, plate reader, 10 min; percent FRET-ratio fall versus neutral wells | inhibition, % at 12.3 µM | 0.098% of 340,000 active;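 active = mean replicate inhibition of at least 30% and at least 1% of replicates passing that level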;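 note: 0% = median of the neutral control wells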
Glyco luc inh: increase of ERlucT glycosylation luciferase signal, primary screen, N-linked glycosylation inhibitor project, D54 ERlucT cells, luminescence, set 2; D54 ERlucT glycosylation luciferase reporter, 24 h; percent of 100 nM tunicamycin response; 0.23% of 360,000 active; reporter increase, % at 12.5 µM;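 active = mean luciferase reporter signal, scaled so untreated is 0 and the glycosylation-blocking control 100, at or above a set limit in every replicate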;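 note: luciferase carries N-glycosylation sites so blocking glycosylation raises the light; 0% = median of neutral control wells and 100% = median of 100 nM tunicamycin wells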
PDI turbidity: inhibitors of human PDI, primary screen, biochemical, turbidity, single point, plate reader | PDI insulin aggregation turbidity, A650, 90 min | inhibition, % at 10 µM | 0.052% of 350,000 active;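 active = mean inhibition across replicates of 30% or more, whatever share of single replicates reach that level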;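 note: absorbance from insulin aggregation driven by PDI reduction with DTT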
Target sequence (P07237 whole entry, looked up): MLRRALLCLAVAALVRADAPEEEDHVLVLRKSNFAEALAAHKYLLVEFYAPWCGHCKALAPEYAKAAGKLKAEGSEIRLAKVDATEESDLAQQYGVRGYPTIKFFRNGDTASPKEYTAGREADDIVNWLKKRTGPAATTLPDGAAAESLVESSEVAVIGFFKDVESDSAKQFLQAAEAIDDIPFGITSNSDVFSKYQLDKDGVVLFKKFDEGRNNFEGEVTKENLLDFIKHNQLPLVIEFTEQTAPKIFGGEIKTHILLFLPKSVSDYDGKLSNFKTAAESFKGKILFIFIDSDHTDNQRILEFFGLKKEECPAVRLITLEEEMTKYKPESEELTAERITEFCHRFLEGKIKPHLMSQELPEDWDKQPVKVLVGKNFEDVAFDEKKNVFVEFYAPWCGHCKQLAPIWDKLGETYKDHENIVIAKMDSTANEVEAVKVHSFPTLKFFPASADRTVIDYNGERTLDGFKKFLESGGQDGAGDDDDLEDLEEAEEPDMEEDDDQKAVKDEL
Vif inh: HIV Vif self-association inhibitors, primary screen, imaging, HEK293T, single point. AID 602346, 2012. inhibition, % at 7.49 µM. 0.35% of 340,000 active. HEK293T cells, Vif self-association by quenched fluorescence, 24 h; in the data active = inhibition above about 50%, passing the limit was not always enough; note: some results filed as inactive read as strong as hits
aDG glyco up: activators of alpha-DG glycosylation, primary screen, uHTS, Pro5-aDG cells, AlphaScreen; activation, % at 10 µM; 0.22% of 360,000 active; alpha-DG glycosylation AlphaScreen (IIH6); 0% Pro5, 100% B10-LARGE cell signal;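 active = activation of at least 8% versus controls, or a plate z-score of at least 8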;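 note: Pro5 are CHO cells carrying HIG-tagged alpha-DG that lacks glycosylation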
HTR2A ag: mouse Htr2a agonists via beta-arrestin recruitment, primary screen, cell-based, luminescence; activation, % at 7.6 µM; 0.66% of 360,000 active; CHO-K1 mHTR2A beta-arrestin complementation; percent of 30 µM serotonin response; 5-hydroxytryptamine receptor 2A (Mus musculus), P35363;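 active = activation above a run cutoff, the mean activation of all tested compounds plus 3 SD, cut at about 14% in these data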;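 note: 0% = plate median of compound wells and 100% = 30 µM serotonin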
Target sequence (P35363 whole entry, looked up): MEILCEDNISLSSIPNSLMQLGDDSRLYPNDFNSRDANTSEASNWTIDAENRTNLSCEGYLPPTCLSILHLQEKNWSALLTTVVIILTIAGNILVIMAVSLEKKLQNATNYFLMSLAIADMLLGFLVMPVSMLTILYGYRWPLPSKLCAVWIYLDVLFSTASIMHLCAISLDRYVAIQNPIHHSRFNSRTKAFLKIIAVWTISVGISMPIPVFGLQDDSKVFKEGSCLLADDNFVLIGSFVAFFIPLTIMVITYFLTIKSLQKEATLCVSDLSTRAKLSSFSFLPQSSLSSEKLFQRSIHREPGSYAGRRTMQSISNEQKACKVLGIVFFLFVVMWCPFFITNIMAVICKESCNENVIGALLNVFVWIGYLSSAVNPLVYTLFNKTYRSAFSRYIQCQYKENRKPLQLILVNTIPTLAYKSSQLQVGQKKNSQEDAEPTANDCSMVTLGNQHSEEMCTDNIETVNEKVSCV
MC4R ag barr: MC4R agonists recruiting beta-arrestin, primary screen, cell-based, luminescence, agonist arm of biased-ligand search; U2OS MC4R beta-arrestin complementation; percent of melanotan II response, DMSO zero; AID 540308, 2011; Melanocortin receptor 4 (Homo sapiens), P32245; activation, % at 8.9 µM; 0.98% of 360,000 active;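 active = activation above a per-plate cutoff, the mean activation of sample wells on that plate plus 3 SD, cut at about 8% in these data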
MC4R antag cAMP: MC4R antagonists of cAMP signaling, primary screen, cell-based, TR-FRET, antagonist arm of biased-ligand search; Melanocortin receptor 4 (Homo sapiens), P32245; MC4R-expressing cells, MTII-stimulated cAMP, LANCE TR-FRET; inhibition, % at 6.5 µM; 0.48% of 360,000 active;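 active = inhibition above its plate's cutoff, the mean of tested wells on that plate plus 3 SD, cut at about 29% in these data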;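 note: 0% = Melanotan II alone and 100% = Melanotan II plus saturating MCL0020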
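Assay system: U2OS cells stably expressing human melanocortin 4 receptor (MC4R) / Dosing: 6.5 µM / Timing: compound 30 min, challenge 1 h, detection 1 h / Measured by: Eu-cAMP/anti-cAMP TR-FRET, emission 671 nm / Replicates: singlicate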
ABCB6 inh MLPCN: ABCB6 transporter inhibitors, primary screen, K562-ABCB6 cells, flow cytometry, MLPCN library. 0.19% of 360,000 active. fluorescence ratio to DMSO, % at 10 µM. K562-ABCB6 porphyrin accumulation, 1 h; hits give low values. AID 602162, 2011;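 active = fluorescence ratio to DMSO below 75%, the collection mean minus 3 SD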;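 note: signal is porphyrin accumulated inside mitochondria; 100% equals median channel fluorescence of DMSO control wells; lower ratio means ABCB6 inhibition with less porphyrin fluorescence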
H9c2 protect: cardioprotection against H2O2-induced cell death, primary screen, uHTS, H9c2 cells, ATPLite luminescence. H9c2 cardiomyocytes, H2O2 injury protection, 2 h. protection from H2O2 cell death, % at 20 µM. 0.63% of 360,000 active. AID 588492, 2011;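 active = compounds giving at least 50% protection of heart cells from peroxide-induced death in the single-dose screen, raw or plate-pattern-corrected value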;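 note: 0% = DMSO wells with peroxide and 100% = DMSO wells without peroxide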
The depositor's hits bear a star; nt = no result given.

Sequence of screens – CaV13 FRET inh | Glyco luc inh | PDI turbidity | Vif inh | aDG glyco up | HTR2A ag | MC4R ag barr | MC4R antag cAMP | ABCB6 inh MLPCN | H9c2 protect
Cc1csc2ncnc(N3CCN(S(=O)(=O)c4cccc(C(F)(F)F)c4)CC3)c12
  nt | -6 | 7 | -21 | 4.3 | -5 | -2.1 | 12 | 83 | -16
Cc1ccc(NS(=O)(=O)c2cc(C(=O)O)ccc2Cl)cc1
  nt | 2 | 8 | 12 | 0.0 | 3 | -0.8 | 8 | 145 | -4
Cc1cnc(C(=O)OCc2csc(CC(=O)Nc3ccccc3C)n2)cn1
  -5 | 0 | 3 | 6 | -0.2 | 5 | -0.9 | -1 | 100 | 1
CCOC(=O)/C(=C/C=C1\Sc2cc(OCC)c(OCC)cc2N1CC)C(C)=O
  -4 | -1 | 3 | -4 | 0.0 | -2 | -2.4 | -1 | 153 | 31
CN=C1S/C(=C\c2ccc(O)c(Br)c2)C(=O)N1C
  -6 | -1 | -29 | 0 | -0.2 | 3 | 1.6 | -9 | 95 | -6
O=C(CSc1nnc(CN2CCCC2)n1-c1ccc(F)cc1)c1ccc2c(c1)OCO2
  -5 | -2 | 7 | 3 | 0.0 | -9 | -2.4 | -3 | 98 | 2
Cc1cc(NC(=O)CSc2ccc3nnc(-c4ccccc4)n3n2)no1
  -9 | 6 | -1 | 4 | -0.1 | 1 | -1.4 | 5 | 104 | 8
CCOC(=O)C1=C(N)Oc2ccc3ccccc3c2C1c1ccc(O)c(OC)c1 (stereo unspecified)
  -19 | -1 | 15 | 2 | 0.0 | -4 | 0.3 | 15 | 92 | -11
CCCN1C(=O)CN(C2CCCCCC2)C(=O)C1c1ccc(C)cc1 (stereo unspecified)
  -5 | 2 | 2 | -1 | 0.1 | 3 | -2.3 | 9 | 103 | 10
O=C(CN1C(=O)NC2(CCCCCC2)C1=O)Nc1ccc(Cl)c([N+](=O)[O-])c1
  -6 | 9 | -12 | -2 | -0.2 | -5 | -1.1 | -4 | 103 | -5

The list goes on; it opens with the four that closed the last part.
Sequence of screens – CaV13 FRET inh | Glyco luc inh | PDI turbidity | Vif inh | aDG glyco up | HTR2A ag | MC4R ag barr | MC4R antag cAMP | ABCB6 inh MLPCN | H9c2 protect
Cc1cc(NC(=O)CSc2ccc3nnc(-c4ccccc4)n3n2)no1
  -9 | 6 | -1 | 4 | -0.1 | 1 | -1.4 | 5 | 104 | 8
CCOC(=O)C1=C(N)Oc2ccc3ccccc3c2C1c1ccc(O)c(OC)c1 (stereo unspecified)
  -19 | -1 | 15 | 2 | 0.0 | -4 | 0.3 | 15 | 92 | -11
CCCN1C(=O)CN(C2CCCCCC2)C(=O)C1c1ccc(C)cc1 (stereo unspecified)
  -5 | 2 | 2 | -1 | 0.1 | 3 | -2.3 | 9 | 103 | 10
O=C(CN1C(=O)NC2(CCCCCC2)C1=O)Nc1ccc(Cl)c([N+](=O)[O-])c1
  -6 | 9 | -12 | -2 | -0.2 | -5 | -1.1 | -4 | 103 | -5
COc1ccc(C(C(=O)NC2CCCC2)N(C(=O)c2csnn2)C2CCCC2)cc1 (stereo unspecified)
  -5 | -1 | -6 | -4 | -0.1 | -3 | 0.3 | 4 | 97 | 0
CCc1c(C)c(C#N)c2nc3ccccc3n2c1-n1nc(C)cc1C
  -3 | 0 | -2 | 4 | 0.5 | 11 | -1.2 | -3 | 99 | -7
Cc1cc(C)c(C#N)c(N2CCN(C(=O)C3COc4ccccc4O3)CC2)n1 (stereo unspecified)
  -4 | 2 | 2 | -2 | 0.3 | 4 | 2.0 | 8 | 106 | -1
CC(C)n1c(O)c(N=NC(=O)CNC(=O)c2cccnc2)c2ccccc21
  -7 | 1 | -11 | 6 | 0.0 | -3 | -1.4 | -6 | 97 | 2
COc1ccc(CCNC2CC(=O)N(N(C)C)C2=O)cc1OC (stereo unspecified)
  -6 | 0 | -1 | 3 | -0.1 | 0 | 1.1 | 8 | 95 | -1
CCC(C)/C=C/C1=CC2=C(Cl)C(=O)C3(C)OC(=O)C(C(=O)C(C)C(C)O)C3C2=CO1 (stereo unspecified)
  nt | -1 | nt | -14 | 0.1 | 3 | -1.1 | 12 | 103 | 7
N#CCSc1nc(-c2ccccc2)nc2ccccc12
  -4 | -1 | -1 | -3 | 0.1 | -3 | 1.3 | -7 | 95 | 5
COc1ccc2oc(-c3ccccc3)c(C(=O)O)c2c1
  -19 | 0 | -1 | -12 | 0.2 | 7 | -1.4 | 7 | 100 | -3
CCN(CCN1CCCC1)C(=O)C1CCC(=O)N(CCCN2CCOCC2)C1 (stereo unspecified)
  -5 | 0 | 1 | nt | -0.2 | 2 | -1.0 | 1 | 91 | 0
CCn1ncc(Br)c1C(=O)Nc1ccc(-c2ccno2)cc1
  -3 | 1 | -6 | 0 | -0.1 | 0 | -3.8 | -1 | 98 | 0
CN(C(=O)c1cc(Cl)c2c(c1)OCCO2)c1c(N)n(Cc2ccccc2)c(=O)[nH]c1=O
  -6 | 0 | -8 | -7 | 0.0 | -4 | -0.7 | 9 | 99 | 0
O=C(N/N=C/c1ccncc1)c1ccccc1
  -5 | 7 | -5 | -66 | -0.1 | -1 | 0.6 | -2 | 110 | -6
C#CCOCCOCCOCCNc1nc(N2CCN(C(=O)[C@H]([C@@H](C)CC)n3cc(CCC(=O)O)nn3)CC2)nc(N2CCN(C(=O)[C@H](Cc3ccc(O)cc3)n3cc(CCO)nn3)CC2)n1
  -10 | 1 | 21 | -4 | 0.3 | 3 | -1.1 | 6 | 98 | -2
CCN(CC)CCNC(=O)CCc1nnc2ccc(N3CCC(C)CC3)nn12
  -16 | 6 | 10 | -13 | 0.1 | -2 | -2.1 | 4 | 99 | 0
CC(=O)c1ccc(NC(=O)CSc2nc3[nH]c(=O)cc(O)c3s2)cc1
  -2 | 4 | 7 | 9 | 0.3 | 14 | -0.9 | -2 | 93 | -8
Cc1ccccc1S(=O)(=O)N(CC(O)CN1CCCCC1)c1ccccc1 (stereo unspecified)
  -4 | 0 | -8 | -9 | -0.1 | -11 | -1.4 | 1 | 95 | -3
COc1ccc(-c2ccc3c(c2)S(=O)(=O)c2cccc(C(=O)N4CCN(c5ccc(Cl)cn5)CC4)c2C3=O)cc1OC
  -5 | -4 | -1 | -4 | 0.3 | -1 | 0.1 | 7 | 98 | 6
COc1cc(C=NCc2ccccc2)ccc1O
  -7 | 2 | -5 | 1 | 0.2 | 2 | -0.1 | -7 | 97 | -1
COCCNC(=O)C1=NOC(Cn2cc(C#N)c(=O)n(C)c2=O)C1 (stereo unspecified)
  -2 | 1 | 27 | -1 | 0.2 | -1 | -1.5 | -2 | 95 | 4
CCCn1c(SCC(=O)NC(C)C23CC4CC(CC(C4)C2)C3)n[nH]c1=O (stereo unspecified)
  nt | 0 | -4 | nt | -0.1 | 3 | -0.2 | 18 | 101 | -5
CCOC(=O)c1ccccc1NC(=O)CSc1nnc(Cc2cccn2C)n1-c1ccc(C)cc1
  -5 | -1 | 6 | nt | 0.2 | 3 | 1.5 | 16 | 97 | 2
CCCCN(C)CCCNC(=O)C1CCC(CNS(=O)(=O)c2c(C)cc(C)cc2C)CC1 (stereo unspecified)
  -9 | -1 | 7 | -15 | 0.3 | 1 | 1.0 | 11 | 99 | 4
C/C(=N\Nc1cccc2cccnc12)c1ccccn1
  -2 | -18 | 2 | 0 | 0.6 | 0 | 0.4 | -3 | 94 | -27
Nc1c(N(Cc2ccco2)C(=O)c2ccc(Br)cc2)c(=O)[nH]c(=O)n1Cc1ccccc1
  -5 | 1 | 5 | 0 | 0.6 | -2 | -2.1 | 5 | 105 | 6
CN(CC(=O)Nc1ccc(F)c(F)c1F)C(=O)C1=NN(c2ccccc2)C(=O)CC1
  -6 | 1 | 4 | -3 | 0.2 | 3 | -2.4 | -3 | 103 | 9
O=C(c1ccccc1)C1CCc2occc2C1=O (stereo unspecified)
  -4 | 1 | 0 | 10 | -0.1 | 0 | -1.1 | 0 | 97 | 1
O=C(NNC(=O)c1ccccc1Cl)c1ccc(-n2cncn2)c([N+](=O)[O-])c1
  -5 | 1 | 14 | -30 | 0.3 | 1 | -4.2 | 4 | 96 | 4
Cc1nc2ccc(NS(=O)(=O)c3cccc([N+](=O)[O-])c3)cc2s1
  -7 | -1 | -7 | -13 | 0.7 | 5 | -0.1 | 10 | 88 | -16
COC(=O)C1=C(C)Nc2ccc(C)cc2S1
  -2 | 1 | nt | 10 | -0.1 | 3 | -0.3 | 14 | 105 | -10
Cc1cc(C(=O)OCC(=O)Nc2c(F)cccc2F)c(C)n1-c1ccccc1
  7 | -6 | 0 | -12 | 1.3 | -4 | -0.1 | -6 | 100 | -24

Two entries from above, reformatted.
SMILES	CaV13 FRET inh	Glyco luc inh	PDI turbidity	Vif inh	aDG glyco up	HTR2A ag	MC4R ag barr	MC4R antag cAMP	ABCB6 inh MLPCN	H9c2 protect
O=C(NNC(=O)c1ccccc1Cl)c1ccc(-n2cncn2)c([N+](=O)[O-])c1	-5	1	14	-30	0.3	1	-4.2	4	96	4
Cc1nc2ccc(NS(=O)(=O)c3cccc([N+](=O)[O-])c3)cc2s1	-7	-1	-7	-13	0.7	5	-0.1	10	88	-16

Next section
Sequence of screens – CaV13 FRET inh | Glyco luc inh | PDI turbidity | Vif inh | aDG glyco up | HTR2A ag | MC4R ag barr | MC4R antag cAMP | ABCB6 inh MLPCN | H9c2 protect
CC(C)c1ccc(N(CC(=O)NC2CCCC2)C(=O)CCC(=O)Nc2ccccn2)cc1
  -7 | 7 | -6 | -14 | 0.0 | 4 | -0.7 | 7 | 95 | 3
COc1ccc(CC(=O)Nc2cc(NC(=O)Cc3ccc(OC)c(OC)c3)cc(C(=O)O)c2)cc1OC
  -6 | 2 | 4 | 14 | 0.1 | 4 | 0.1 | -1 | 99 | 8
CCOC(=O)C1=C(C2=CCCCC2)c2ccc(OC)cc2N(S(=O)(=O)C(F)(F)F)C1C(=O)OCC (stereo unspecified)
  nt | 1 | 1 | -5 | 0.3 | 1 | -2.0 | 21 | 105 | -11
CSc1ccc(/C=N\NC(=O)COc2ccc(Cl)cc2Br)cc1
  -3 | -1 | 3 | -6 | -0.1 | 4 | 36* | -7 | 89 | -5

From PubChem BioAssay
